EZH2 inh – blocks human EZH2/PRC2 H3K27 methylation; Q15910; DELFIA TRF, 1 h; inhibition, % at 12.5 µM; actives 0.35% (n = 57,000); AID 651548;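 active means mean inhibition of replicates at least 50% and every single replicate also reaching 50%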;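 further: dimethyl H3K27 on biotinylated H3 21-44 peptide detected by antibody; plate controls were median neutral control wells for no effect and median positive control wells for full effect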
Target sequence (Q15910 whole entry, looked up): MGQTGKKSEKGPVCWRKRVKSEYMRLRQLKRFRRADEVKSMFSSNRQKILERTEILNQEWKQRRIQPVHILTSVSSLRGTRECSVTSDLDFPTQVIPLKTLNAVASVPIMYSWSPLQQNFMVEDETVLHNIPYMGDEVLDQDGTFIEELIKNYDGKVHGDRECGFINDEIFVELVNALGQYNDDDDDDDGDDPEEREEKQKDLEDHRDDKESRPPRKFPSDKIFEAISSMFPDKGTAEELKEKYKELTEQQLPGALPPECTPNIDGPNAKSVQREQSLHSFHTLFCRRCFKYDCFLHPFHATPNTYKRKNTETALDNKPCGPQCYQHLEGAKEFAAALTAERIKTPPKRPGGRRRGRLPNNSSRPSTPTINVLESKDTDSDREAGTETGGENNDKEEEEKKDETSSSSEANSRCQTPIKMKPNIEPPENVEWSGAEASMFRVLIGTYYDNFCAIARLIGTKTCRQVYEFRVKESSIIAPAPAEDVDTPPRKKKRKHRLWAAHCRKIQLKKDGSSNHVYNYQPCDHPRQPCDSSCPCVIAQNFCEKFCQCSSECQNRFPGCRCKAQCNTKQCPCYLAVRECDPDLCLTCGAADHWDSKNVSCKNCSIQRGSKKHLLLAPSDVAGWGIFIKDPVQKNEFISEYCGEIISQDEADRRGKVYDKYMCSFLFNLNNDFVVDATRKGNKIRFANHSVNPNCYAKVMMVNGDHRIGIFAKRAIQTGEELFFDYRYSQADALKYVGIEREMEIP
IDH1 R132H inh – IDH1 R132H (human) inhibition; actives 0.18% (n = 70,000); IDH1 R132H reductase, diaphorase/resazurin fluorescence, 60 min; O75874; inhibition, % at 10 µM; in the data active means inhibition above about 34%;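 further: 0% = DMSO and 100% = no enzyme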
* marks the source's active call; other numbers are inactive results; x = no result given; & = joins results of further samples. Only part of the results is shown. The share of hits here may be higher or lower than overall.

Each structure is followed by: EZH2 inh, IDH1 R132H inh
C[C@@H]1CN([C@@H](C)CO)C(=O)c2cc(C3=CCCC3)cnc2O[C@@H]1CN(C)Cc1ccc(C(=O)O)cc1
→ 2.5, -3.6
COc1ccc(OCC(=O)Nc2ccc3c(c2)C(=O)NC3=O)cc1
→ -14.2, 0.2
C[C@H]1CN([C@@H](C)CO)C(=O)c2cc(-c3ccc(C#N)cc3)cnc2O[C@H]1CN(C)C(=O)c1ccccc1
→ 1.9, 4.7
CC(=O)N(C)C[C@H]1Oc2cc(C#CCC3CCCC3)ccc2S(=O)(=O)N([C@@H](C)CO)C[C@@H]1C
→ -23.9, -1.3
C[C@@H]1CN([C@H](C)CO)C(=O)c2cccc(NC(=O)NC3CCCCC3)c2O[C@@H]1CN(C)C(=O)NC1CCCCC1
→ x, -1.1
O=C(Cc1ccccn1)NCC[C@H]1CC[C@H](NC(=O)CN2CCOCC2)[C@@H](CO)O1
→ 4.6, -0.2
CCC(C)C1NC(=O)c2c1n(C)c1ccccc1c2=O (stereo unspecified)
→ 13.0, 0.0
C[C@H]1CN([C@@H](C)CO)C(=O)c2cccc(NS(=O)(=O)c3ccc(Cl)cc3)c2O[C@H]1CN(C)S(=O)(=O)c1cn(C)cn1
→ x, 0.5
C[C@@H]1CN([C@@H](C)CO)C(=O)Cc2cc(NC(=O)CCCCCC(=O)Nc3ccccc3N)ccc2O[C@H]1CN(C)C(=O)NC1CCCCC1
→ x, 1.0
COc1ccc(S(=O)(=O)N2CCN(CCO)CC2)cc1-c1nnc2c3ccccc3c(C)nn12
→ 9.5, 0.0
COc1ccc(CN(C)C[C@@H]2OCCCC[C@H](C)Oc3ccc(NC(=O)Nc4ccccc4)cc3C(=O)N([C@H](C)CO)C[C@H]2C)cc1
→ x, 1.2
COc1ccc(NC(=O)Nc2ccc3c(c2)[C@@H]2C[C@H](CC(=O)N[C@@H](C)c4ccccc4)O[C@@H](CO)[C@@H]2O3)cc1
→ 5.5, 0.3
C[C@@H]1CN([C@@H](C)CO)C(=O)c2cccc(NC(=O)c3ccc(-c4nccs4)cc3)c2O[C@H]1CN(C)S(=O)(=O)c1cn(C)cn1
→ x, -2.0
C/C=C/c1cnc2c(c1)C(=O)N([C@H](C)CO)C[C@@H](C)[C@H](CN(C)C(=O)NC1CCCC1)O2
→ -1.7, -1.8
CC(C)NC(=O)N(C)C[C@H]1Oc2cc(-c3cncnc3)ccc2S(=O)(=O)N([C@H](C)CO)C[C@@H]1C
→ 20.8, -0.6
C#CCN1[C@H](/C=C/C2CC2)[C@H](Cc2ccccc2)OC(=O)[C@@H]1[C@@H]1N[C@@H](C(=O)OC)C(C)(C)S1
→ 13.9, x
O=C(C[C@H]1CC[C@H](NC(=O)c2cccnc2)[C@H](CO)O1)NCCN1CCCCC1
→ 2.5, -0.2
C[C@@H]1CN([C@@H](C)CO)C(=O)c2cc(NC(=O)CCCN(C)C)ccc2O[C@@H]1CN(C)Cc1ccc(Oc2ccccc2)cc1
→ -8.4, -1.0
CCC(=O)Nc1ccc(S(=O)(=O)Nc2nccc(/C=C/c3ccccc3Cl)n2)cc1
→ 2.7, 0.2
Cc1ccccc1NC(=O)CSc1cc(C)c2ccccc2n1
→ -5.0, -0.9
CCOC(=O)c1c(-c2ccc(C)o2)csc1NC(=O)CN1C(=O)c2ccccc2C1=O
→ x, 0.7
CSc1ccc(Cn2cccc2C2=NC(C(C)C)CO2)cc1 (stereo unspecified)
→ 35.3, 1.5
Cn1c(SCC(=O)Nc2ccc(Br)cc2)nnc1-c1ccccn1
→ -16.9, 0.7
CC(C)N1C(=O)[C@@]2(Cc3ccccc31)c1ccccc1C(=O)N(Cc1ccccc1)[C@H]2c1ccc(CO)cc1
→ -2.2, 0.1
COc1cccc(NC(=O)N[C@H]2C=C[C@@H](CC(=O)N3CCCCC3)O[C@H]2CO)c1
→ 0.5, 0.6
C/C=C/c1cnc2c(c1)C(=O)N([C@H](C)CO)C[C@@H](C)[C@H](CN(C)Cc1ccc3c(c1)OCO3)O2
→ -7.2, -2.4
C[C@@H]1CN([C@@H](C)CO)C(=O)c2cc(N(C)C)ccc2O[C@H]1CN(C)Cc1ccc2c(c1)OCO2
→ -5.0, 0.5
CO[C@@H]1CN(C)C(=O)c2cc(NC(=O)Nc3c(C)noc3C)ccc2OC[C@H](C)N(C)C[C@H]1C
→ 4.5, -0.3
CN(C)CC(=O)Nc1ccc2c(c1)[C@H]1C[C@H](CC(=O)NC3CCCC3)O[C@H](CO)[C@H]1O2
→ 14.5, -0.2
C[C@@H]1CN([C@H](C)CO)C(=O)c2cc(NC(=O)Nc3cccc4ccccc34)ccc2O[C@@H]1CN(C)Cc1ccc(Oc2ccccc2)cc1
→ x, 0.1
CO[C@H]1CN(C)C(=O)c2ccc(NC(=O)Nc3ccccc3F)cc2OC[C@@H](C)N(Cc2ccccc2C(=O)O)C[C@@H]1C
→ -1.4, 0.5
Cc1cc(C)nc(SCC(=O)c2cc3ccccc3oc2=O)n1
→ -7.1, 0.5
CCCc1cn(CC[C@H]2CC[C@@H](NC(=O)C3CCCC3)[C@@H](CO)O2)nn1
→ -4.5, -0.4
CCNC(=O)C[C@@H]1CC[C@@H](NC(=O)NC2CCCCC2)[C@@H](CO)O1
→ 4.4, 0.0
COc1ccc(NC(=O)N(C)C[C@H]2Oc3ccc(N(C)C)cc3CC(=O)N([C@@H](C)CO)C[C@H]2C)cc1
→ -1.9, -2.9
CCOC(=O)OC(C)OC(=O)[C@@H]1N2C(=O)[C@@H](NC(=O)[C@H](N)c3ccccc3)[C@H]2SC1(C)C (stereo partly specified)
→ x, 0.5
C[C@@H]1CCCCO[C@H](CN(C)S(=O)(=O)c2cn(C)cn2)[C@H](C)CN([C@@H](C)CO)C(=O)c2cc(NC(=O)Nc3ccc4c(c3)OCO4)ccc2O1
→ x, 1.8
C[C@@H]1CN([C@@H](C)CO)C(=O)c2cccc(NC(=O)Nc3ccc4c(c3)OCO4)c2O[C@H]1CN(C)C(=O)Nc1ccc2c(c1)OCO2
→ x, -2.2
C[C@@H]1CN([C@@H](C)CO)C(=O)c2cc(NC(=O)Cc3ccccc3)ccc2O[C@H]1CN(C)C
→ 0.9, -2.7
COc1cccc(-c2cn(CC[C@@H]3CC[C@@H](NC(=O)CN(C)C)[C@@H](CO)O3)nn2)c1
→ -3.0, -0.5

The closing 2 compounds of the part above lead into the next.
Each structure is followed by: EZH2 inh, IDH1 R132H inh
C[C@@H]1CN([C@@H](C)CO)C(=O)c2cc(NC(=O)Cc3ccccc3)ccc2O[C@H]1CN(C)C
→ 0.9, -2.7
COc1cccc(-c2cn(CC[C@@H]3CC[C@@H](NC(=O)CN(C)C)[C@@H](CO)O3)nn2)c1
→ -3.0, -0.5
C[C@H](CO)N1C[C@H](C)[C@H](CN(C)CC2CCOCC2)Oc2ncc(C#Cc3ccncc3)cc2C1=O
→ x, 5.0
CO[C@H]1CN(C)C(=O)c2ccc(NC(=O)C3CC3)cc2OC[C@@H](C)N(C)C[C@@H]1C
→ -7.4, -0.4
C[C@H](CO)N1C[C@H](C)[C@H](CN(C)Cc2cncnc2)Oc2ncc(C#CC3(O)CCCC3)cc2C1=O
→ -7.2&-32.2, x
COc1cccc(NC(=O)N(C)C[C@@H]2Oc3ncc(C4=CCCCC4)cc3C(=O)N([C@H](C)CO)C[C@@H]2C)c1
→ -5.9, -0.4
CCCC#Cc1ccc2c(c1)O[C@H](CN(C)C(=O)CC1CC1)[C@@H](C)CN([C@@H](C)CO)S2(=O)=O
→ -13.2, -4.4
COCC#Cc1ccc2c(c1)O[C@H](CN(C)CC1CC1)[C@H](C)CN([C@H](C)CO)S2(=O)=O
→ -2.4, 0.0
CCCC#Cc1cnc2c(c1)C(=O)N([C@H](C)CO)C[C@@H](C)[C@H](CN(C)C(=O)NCCC)O2
→ -17.1, 0.2
C[C@@H]1CN([C@H](C)CO)C(=O)c2cc(/C=C/c3ccccc3)cnc2O[C@@H]1CN(C)S(=O)(=O)c1ccccc1F
→ 4.5, 1.6
CO[C@@H]1CN(C)C(=O)c2ccc(NC(=O)c3ccccc3)cc2OC[C@H](C)N(C(C)=O)C[C@H]1C
→ -7.5, -0.1
CCOC(=O)Nc1ccc2c(c1)N(C(=O)CN1CCN(C)CC1)c1ccccc1CC2
→ -8.2, -0.2
COc1cccc(S(=O)(=O)N[C@H]2CC[C@H](CCN)O[C@H]2CO)c1
→ -13.1, 0.2
O=C(Nc1ccc2c(c1)[C@H]1C[C@@H](CC(=O)N3CCCCC3)O[C@H](CO)[C@H]1O2)NC1CCCC1
→ -2.9, -0.1
COc1ccccc1-c1ccc([C@@H]2[C@@H](C#N)N(C(=O)NC(C)C)[C@@H]2CO)cc1
→ x, 0.0
CCC(=O)N(C(=O)CC)c1cc2oc3ccccc3c2cc1OC
→ 19.8, -1.5
C[C@@H]1CN([C@@H](C)CO)C(=O)c2cc(NC(=O)Nc3ccc(F)cc3)ccc2O[C@H]1CN(C)C(=O)NC1CCCCC1
→ 2.5, 1.8
O=C(Nc1ccccc1)N[C@H]1CC[C@@H](CCNS(=O)(=O)c2cccc(F)c2)O[C@@H]1CO
→ -8.4, -0.2
C[C@@H]1CN([C@H](C)CO)C(=O)c2cc(C3=CCCC3)cnc2O[C@@H]1CN(C)C(=O)C1CCC1
→ 2.1, 0.4
COc1ccc(S(=O)(=O)N(CC(N)=O)c2ccc(C)cc2)cc1Br
→ -18.7, 0.1
O=C(CSc1nc2sc3c(c2c(=O)n1Cc1ccccc1)CCCCC3)c1ccccc1
→ 11.8, -0.1
C[C@@H]1CN([C@H](C)CO)C(=O)c2cc(NS(=O)(=O)c3ccccc3)ccc2O[C@H]1CN(C)CC1CC1
→ 8.8, x
COc1ccccc1CNC(=O)C[C@H]1C[C@@H]2c3cc(NC(=O)CN(C)C)ccc3O[C@@H]2[C@@H](CO)O1
→ 4.7, -0.4
CCCC(=O)Nc1ccc2c(c1)OC[C@@H](C)N(Cc1ccccn1)C[C@@H](C)[C@H](OC)CN(C)C2=O
→ 1.9, 0.2
C[C@H]1CN([C@@H](C)CO)C(=O)c2cc(NC(=O)CCC(F)(F)F)ccc2O[C@H]1CN(C)S(=O)(=O)c1ccc(F)cc1
→ 6.2, x
O=C(O)c1ccccc1-c1ccccc1C(=O)NCc1ccco1
→ 3.7, 0.8
C[C@H]1CN([C@@H](C)CO)C(=O)c2cccc(NC(=O)c3cnccn3)c2O[C@H]1CN(C)Cc1ccc(C(=O)Nc2ccccc2N)cc1
→ 14.7, x
Cc1ccccc1NC(=O)CN(c1ccc(Br)cc1)S(C)(=O)=O
→ -15.9, 0.9
COc1ccc(OC)c(NC(=O)CSc2nnc(-c3ccc(F)cc3)n2C)c1
→ 1.6, 0.2
Cc1cccc(CN(C)C[C@H]2OCc3cn(nn3)CCCC(=O)N([C@@H](C)CO)C[C@H]2C)c1
→ 1.9, -0.4
C[C@H]1CN([C@@H](C)CO)C(=O)c2cc(NS(C)(=O)=O)ccc2O[C@@H]1CN(C)Cc1ccncc1
→ -2.4, 2.5
C[C@@H]1CN([C@@H](C)CO)C(=O)c2cc(NC(=O)NC3CCCCC3)ccc2O[C@@H](C)CCCCO[C@H]1CN(C)Cc1ccc2c(c1)OCO2
→ x, -0.4
CC(C)NC(=O)NCC[C@@H]1CC[C@@H](NC(=O)CCN2CCCCC2)[C@@H](CO)O1
→ -8.4, 0.1
C=CCNC(=O)[C@@H]1[C@H]2C(=O)O[C@H](c3ccccc3)[C@H](c3ccccc3)N2[C@H](c2ccc(OCCO)cc2)[C@@]12C(=O)Nc1ccc(C#CC3(O)CCCCCC3)cc12
→ -35.8, x
C[C@@H]1CN([C@@H](C)CO)C(=O)CCCn2nncc2CO[C@@H]1CN(C)C(=O)OCc1ccccc1
→ -0.4, -1.6
COc1ccc(Cl)cc1N(CC(=O)N1CCN(c2cccc(Cl)c2)CC1)S(C)(=O)=O
→ -0.3, -0.5
CC[N+](C)(CC)CCOC(=O)C1c2ccccc2Oc2ccccc21
→ x, -0.1
Cc1ccc(S(=O)(=O)Nc2ccc3c(c2)CC(=O)N([C@@H](C)CO)C[C@H](C)[C@@H](CN(C)Cc2ccc(Cl)c(Cl)c2)O3)cc1
→ x, -1.3
Cc1ccc(S(=O)(=O)N(C)C[C@H]2Oc3ccc(NC(=O)Nc4ccc(F)cc4)cc3CC(=O)N([C@@H](C)CO)C[C@H]2C)cc1
→ -13.0, -3.4
C[C@@H]1CN([C@H](C)CO)C(=O)CCCn2nncc2CO[C@H]1CN(C)CC1CCCCC1
→ x, 0.3
O=C(C[C@@H]1C[C@@H]2c3cc(NC(=O)C4CCC4)ccc3O[C@@H]2[C@H](CO)O1)NCc1ccccc1F
→ 3.8, -0.1
CCC(=O)Nc1ccc2c(c1)OC[C@@H](C)N(Cc1ccccn1)C[C@H](C)[C@H](OC)CN(C)C2=O
→ 8.8, 0.4

Brought forward from above: four entries, followed by the next part.
Each structure is followed by: EZH2 inh, IDH1 R132H inh
Cc1ccc(S(=O)(=O)N(C)C[C@H]2Oc3ccc(NC(=O)Nc4ccc(F)cc4)cc3CC(=O)N([C@@H](C)CO)C[C@H]2C)cc1
→ -13.0, -3.4
C[C@@H]1CN([C@H](C)CO)C(=O)CCCn2nncc2CO[C@H]1CN(C)CC1CCCCC1
→ x, 0.3
O=C(C[C@@H]1C[C@@H]2c3cc(NC(=O)C4CCC4)ccc3O[C@@H]2[C@H](CO)O1)NCc1ccccc1F
→ 3.8, -0.1
CCC(=O)Nc1ccc2c(c1)OC[C@@H](C)N(Cc1ccccn1)C[C@H](C)[C@H](OC)CN(C)C2=O
→ 8.8, 0.4
O=C(CCCCCCC(=O)Nc1ccccc1O)N/N=C/c1cc2c(cc1Br)OCO2
→ 32.6, 0.6
Cc1noc(C)c1S(=O)(=O)N(C)C[C@H]1OCCCC[C@@H](C)Oc2ccc(NC(=O)NC3CCCCC3)cc2C(=O)N([C@@H](C)CO)C[C@H]1C
→ x, 3.4
O=C(CCCCCC(=O)N/N=C/c1ccc(Br)cc1)NO
→ -0.2, 0.8
COc1ccc(N(CC(=O)Nc2ccc(I)cc2C)S(C)(=O)=O)cc1Cl
→ 17.5, 0.1
C[C@H]1CN([C@@H](C)CO)C(=O)c2cc(NC(=O)Cc3cn(C)c4ccccc34)ccc2O[C@H]1CN(C)S(=O)(=O)c1ccc(Cl)cc1
→ x, -18.1

Bioassay records: PubChem, Broad Institute
